# Bioassay records (PubChem BioAssay)
# HCV inh: inhibitors of hepatitis C virus infection | Huh7.5.1 HCVcc-Cre infection, luciferase reporter, 44 h | Potency, µM (titrated, usually from 41.8 µM), inactives show top-dose activity change, negative = inhibition, usual class: inhibitors | 340,000 tested, 3.4% active | AID 651820; also: potency is read from the fitted curve at half-maximal effect
#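 Compounds are dispensed onto cells plated 4 h earlier at 1,000 per well, with HCVcc-Cre virus (about 0.5 moi) added next. Following 44 h of culture, luminescent signal is measured for 15 sec after 15 min with substrate at room temperature.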
# FBPA Giardia inh: Giardia lamblia aldolase inhibition; A8B2U2; purified Giardia FBPA; Potency, µM (doses to about 59.6 µM), for the others: at the highest dose activity, negative = inhibition, most hits filed as inhibitors; 290,000 tested, 0.71% active; AID 2451; also: potency is read from the fitted curve at half-maximal effect; nearly all actives have a fitted effect of over 55% in size
# Target sequence (A8B2U2 whole entry, looked up): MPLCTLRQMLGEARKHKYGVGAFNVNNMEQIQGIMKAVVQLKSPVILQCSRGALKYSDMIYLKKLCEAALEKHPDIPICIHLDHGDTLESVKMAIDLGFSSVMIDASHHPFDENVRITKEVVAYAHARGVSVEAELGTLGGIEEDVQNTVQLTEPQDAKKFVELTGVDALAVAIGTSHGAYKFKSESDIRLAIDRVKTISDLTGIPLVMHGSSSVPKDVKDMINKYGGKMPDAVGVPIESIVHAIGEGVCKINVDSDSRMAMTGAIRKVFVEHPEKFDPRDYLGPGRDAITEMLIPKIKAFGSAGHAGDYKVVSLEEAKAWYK
#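 40 nM FBPA preincubated 10 min at RT with compound (up to 57.5 uM final), then substrate plus GAPDH/TPI/NAD/arsenate coupling and diaphorase/resazurin added. Fluorescence read after 20 min at RT, 525/598 nm.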
# HCMV antiviral: inhibitors of human cytomegalovirus; 410,000 tested, 4.5% active; AID 1259415; HFF cells, HCMV-luciferase reporter, 72 h; hits give low values; activity change, negative = inhibition, % at 57.5 µM; in the data active = activity change below about -60%; inconclusive = no clear call, values can overlap the other calls; inactive = above about -39%
#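 Screen run at 2 compound doses on HFFs infected with reporter HCMV, MOI 1 PFU/cell. Luciferase activity from cell lysates at 72 h post infection gave inhibition relative to buffer-only and Salinomycin wells.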
# Sm TGR block: blocks Schistosoma mansoni thioredoxin glutathione reductase; 360,000 tested, 3% active; Potency, µM (doses to about 114 µM), for inactives: top-dose activity change, negative = inhibition, hits mostly inhibitors; Q962Y6; purified TGR, DTNB reduction, TNB absorbance 405 nm; also: potency is read from the fitted curve at half-maximal effect; nearly all actives have a fitted effect of over 60% in size
#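 Kinetic colorimetric format: TGR-catalysed, NADPH-driven DTNB reduction monitored via TNB absorbance. Enzyme dispensed at 20 nM; compound exposure 15 min at room temperature before reaction start.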
# AMA1 RON2 block: inhibitors of Plasmodium falciparum AMA1-RON2 interaction | AlphaScreen AMA1-biotinylated RON2 peptide binding | Potency, µM (top dose mostly 58.2 µM), inactives show top-dose activity change, negative = inhibition, actives largely listed as inhibitors | 360,000 tested, 0.2% active;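 also: potency is read from the fitted curve at half-maximal effect; 0% = vehicle wells and -100% = peptide control; nearly all actives have a fitted effect of over 45% in size; some results filed as inactive show a strong effect at the top dose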
#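 AMA1 (3D7) with his tag at 25 nM final met compounds first, then biotinylated RON2 peptide at 25 nM; detection used donor plus acceptor beads, 10 µg/mL apiece, read by AlphaScreen after 30 min at room temperature.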
# AmpC inh detg: inhibitors of E. coli AmpC beta-lactamase with detergent; Potency, µM (highest dose often 114 µM), for the others: top-dose activity change, negative = inhibition, hits mostly inhibitors; AID 485294; AmpC hydrolysis of nitrocefin, absorbance 480 nm, 0.01% Triton; P00811; 370,000 tested, 0.041% active;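 also: potency is read from the fitted curve at half-maximal effect; 0% = no-compound wells and -100% = no-enzyme wells; nearly all actives have a fitted effect of over 25% in size; some results filed as inactive show a strong effect at the top dose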
# Target sequence (P00811 whole entry, looked up): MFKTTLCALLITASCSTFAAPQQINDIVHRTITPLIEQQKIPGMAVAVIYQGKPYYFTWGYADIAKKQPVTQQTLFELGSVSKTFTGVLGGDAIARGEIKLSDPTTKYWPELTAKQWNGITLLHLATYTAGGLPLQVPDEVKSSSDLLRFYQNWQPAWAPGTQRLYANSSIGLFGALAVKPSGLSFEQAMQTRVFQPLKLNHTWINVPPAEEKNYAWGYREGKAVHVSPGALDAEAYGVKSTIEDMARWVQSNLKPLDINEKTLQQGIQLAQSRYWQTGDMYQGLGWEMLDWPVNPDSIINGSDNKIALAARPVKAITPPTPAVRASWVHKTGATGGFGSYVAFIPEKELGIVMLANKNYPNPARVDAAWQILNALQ
#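 AmpC (5.3 nM in the dispensed reagent) in 20 mM phosphate pH 7.0 with 0.01% (detergent screen) or 0.0001% Triton X-100 was preincubated with compounds for 15 min at room temperature. Nitrocefin was then added from an 800 uM solution, and hydrolysis was followed at 480 nm.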
# * hit, by the source's call; ? = inconclusive; · = not tested or not shown; [ ] = dose if it differs, or a comment. Unless noted, calls follow the shape of the dose curve; as a rule, active = well fitted curve in the direction sought with a large enough effect; inconclusive = small, poorly fitted or top-dose-only effect, or another doubt; inactive = no such curve, though single readings can be large; an effect the other way counts as inactive or inconclusive. Unless noted, % is scaled to controls: 0 for no effect and ±100 for the full control effect.
# Under each structure – HCV inh	FBPA Giardia inh	HCMV antiviral	Sm TGR block	AMA1 RON2 block	AmpC inh detg
> CCOC(=O)c1c(C)n(CCNC(C)=O)c2ccc(O)cc12
→ 2.3%	-9.8%	9.9	1.0%	0.3%	2.9%
> CCN(CC(=O)NC1CCS(=O)(=O)C1)S(=O)(=O)c1ccc(C)c(C)c1 (stereo not given)
→ -3.2%	1.2%	-8.4	-16.1%	-0.4%[11.6 µM]	?
> O=C1c2ccccc2C(=O)N1CCCCSc1nnc(-c2ccc(OC(F)F)cc2)o1
→ ?	0.0%	-16.9	12.5%	1.2%	?
> CC(=O)N1CCc2ccc(S(=O)(=O)N3CCc4ccccc43)cc21
→ 22.4µM*	10.8%	?	-5.8%	-0.7%	-4.4%
> CCN1CCN(S(=O)(=O)c2ccc(OC)cc2)CC1
→ 7.6%	-5.7%	4.5	-2.9%	-11.1%	0.0%
> CCn1c(SCC(=O)NC(C)C(C)C)nc2cc(S(=O)(=O)N3CCOCC3)ccc21 (stereo not given)
→ -14.9%	·	11.7	1.6%	1.1%	0.8%
> CCOc1ccc(C(CC(=O)O)NC(=O)c2ccco2)cc1OC (stereo not given)
→ 12.5%	-0.7%	-100.5*	0.2%	0.0%	-2.1%
> CCOC(=O)c1ccccc1C(=O)N1CCOCCOCCOCC1
→ 6.7%	-1.2%	2.9	-10.7%	15.6%	?
> O=C(c1cc(-c2ccccc2)nc2ccccc12)N1CCOCC1
→ -20.4%	-9.2%	64.4	-7.7%	-2.6%	-20.8%
> COc1cc(OC)c(OC)cc1/C=C/c1nc2cc3ccccc3cc2c(=O)n1-c1ccc(Cl)cc1
→ ·	·	-7.2	2.0%	·	-3.2%
> CC(=O)c1sc(NC(=O)C=C(C)C)nc1C
→ 10.2%	-5.0%	-69.3*	2.3%	-4.3%	1.2%
> O=C1OCC(c2ccccc2)=C1c1ccc(S(=O)(=O)N2CCOCC2)s1
→ -22.1%	1.0%	-9.5	-34.5%	-12.8%	3.9%
> COc1ccccc1S(=O)Cc1ccc(C(=O)NCCc2ccc(Cl)cc2)o1 (stereo not given)
→ ?	1.2%	·	39.8µM*	0.0%	-11.4%
> CCc1cccc(NC(=O)Cn2c(=O)n3nc(-c4cccc(F)c4)nc3c3ccccc32)c1
→ ·	·	16.9	13.5%	·	-5.1%
> CC(C)c1nc(Cl)c(C#N)c2c1CCC2
→ 19.6%	6.3%	26.9	-7.1%	17.0%	3.0%
> COCCCNC(=O)c1ccc(N2CCCC2)c(NS(=O)(=O)c2ccc(C)cc2)c1
→ -4.1%	-18.3%	87.9	-35.2%	-1.9%	-6.2%
> CC(=O)Nc1ccc(NC(=S)NC(=O)C2CC2)cc1
→ 21.9%	-8.7%	38.4	-8.7%	-2.0%	?
> Cc1ccc(C(CC(=O)N2CCCC2)c2ccccc2)c(O)c1 (stereo not given)
→ 5.7%	-4.3%	?	-12.2%	-2.0%	-0.2%
> O=C(Nc1cccc(F)c1)c1ccccc1-c1ccccc1
→ -0.9%	2.6%	-38.1	2.8%	26.1%	4.3%
> COc1cccc(N2CCN(C(=O)Cn3cnc4onc(-c5ccc(F)cc5)c4c3=O)CC2)c1
→ ·	·	-27.3	-0.1%	·	-1.0%
> Cc1cccc(NC(=S)NNC(=O)c2nn(C)cc2Cl)c1
→ -14.3%	4.9%	43.1	14.3%	94.7%[activator]	?
> CCOCCCn1c(SCC(=O)N(C)C2CCS(=O)(=O)C2)nc2ccccc2c1=O (stereo not given)
→ -19.8%	·	-13.6	-0.1%	1.2%	-1.1%
> O=S(=O)(O)c1ccc2c(c1)C(C(Cl)(Cl)Cl)OC(C(Cl)(Cl)Cl)O2 (stereo not given)
→ 11.9%	·	28.3	·	-2.0%	·
> CN(C)/C=C/C(=O)c1ccc(-c2ccc(Cl)cc2Cl)o1
→ ?	-0.4%	35.2	-18.9%	14.0%	5.4%
> O=C(NC1CCCCC1)c1cccc(N2C(=O)CCC2=O)c1
→ 9.2%	·	-12.7	0.1%	0.6%	0.0%
> CCc1ccccc1NC(=O)c1cc(-c2ccco2)on1
→ -4.9%	0.2%	?	-30.6%	0.7%	-10.3%
> CN(CC(=O)Nc1cccc(F)c1)CC(=O)N(C)CC(=O)Nc1ccccc1Br
→ -6.3%	·	100.3	7.6%	36.2%[activator]	5.5%
> CC(C(=O)OCC(=O)Nc1cccc(S(=O)(=O)N(C)C)c1)N1C(=O)c2ccccc2C1=O (stereo not given)
→ 8.0%	4.5%	-28.5	0.4%	-3.6%	2.9%
> CNC(=O)/C(=N\O)c1ccccc1
→ ·	1.9%	·	1.1%	·	-13.6%
> COc1cc(CCC(=O)NCc2ccc(S(N)(=O)=O)cc2)cc(OC)c1OC
→ 8.7%	-8.1%	42.3	11.0%	2.7%	6.6%
> CCCCCCCCNC(=O)c1cccnc1SCC(=O)Nc1ccccc1OC
→ ?	0.2%	20.2	-11.0%	-4.2%	-6.3%
> CN(C(=O)c1cc(C(=O)N(C)c2ccccc2)cc([N+](=O)[O-])c1)c1ccccc1
→ 6.7%	14.3%	-9.7	-5.8%	18.4%	?
> O=C(O)/C(=C\c1ccccc1)c1ccccc1
→ 15.5%	0.2%	-13.0	5.4%	3.8%	-8.1%
> CN(CC(=O)NCCc1ccccc1)S(=O)(=O)c1ccc(Br)cc1
→ 13.3%	5.1%	3.6	-0.9%	0.7%	1.0%
> CS(=O)(=O)c1ccc(Cl)c(C(=O)OCC(=O)NC2CCCCCCC2)c1
→ 2.2%	·	52.3	6.2%	-12.1%	0.2%
> CC(NC(=O)c1cc(F)c(F)cc1Cl)c1ccncc1 (stereo not given)
→ 9.4%	2.4%	5.4	8.6%	-3.1%	2.9%
> CCN1CCN(C(=O)CCc2nnc(CCc3c[nH]c4ccccc34)o2)[C@@H](C)C1=O
→ 11.5%	4.2%	8.7	?	-10.0%	-12.2%
> COc1cc(NC(=O)C2CCN(S(=O)(=O)c3ccc(N4CCCC4=O)cc3)CC2)cc(OC)c1
→ -8.9%	·	-28.1	-11.2%	-10.3%	1.0%
> COc1ccc(S(=O)(=O)c2ccccc2)cc1NC(=O)c1c(F)cccc1F
→ -25.7%	-0.7%	69.2	-22.7%	-1.4%	?
> O=C(Cc1cccs1)N1CCCC(c2nc3c(nnn3Cc3ccc(F)cc3)c(=O)[nH]2)C1 (stereo not given)
→ 14.9%	6.5%	18.7	0.0%	-9.5%	-5.9%
> Cc1cc(-c2n[nH]c(=S)n2/N=C/c2ccc(C)s2)n[nH]1
→ 0.9%	9.1%	-2.7	4.2%	49.4%[activator]	-14.9%
> CCOC(=O)N1CCN(CC(=O)c2c[nH]c3ccc(F)cc23)CC1
→ ·	-2.0%	·	-24.4%	·	3.4%
> COCCCNC(=O)Cn1c(=O)n(-c2cccc(C)c2)c(=O)c2c3c(sc21)CN(C(C)=O)CC3
→ ·	·	3.2	-0.3%	·	-3.4%
> CCN1CCN(C(CNS(=O)(=O)c2ccccc2)c2cccnc2)CC1 (stereo not given)
→ 8.3%	·	40.5	-7.8%	7.3%	6.8%
> Cc1ccc(CC(NC(=O)c2ccccc2)C(=O)NC(CC(C)C)C(=O)O)cc1 (stereo not given)
→ -7.7%	10.7%	-38.3	?	-5.7%	0.9%
> CCC1(C)Cc2c(sc3nnn(CC(=O)Nc4ccccc4)c(=O)c23)CO1 (stereo not given)
→ -27.3%	-8.0%	-38.5	3.8%	0.5%	-12.5%
> CN1CCN(c2ccc(NC(=O)c3cc(Cl)c4c(c3)OCCO4)cc2)CC1
→ 10µM*	·	3.2	6.0%	-13.5%	-6.3%
> O=C(NC(=S)N(CCO)Cc1ccccc1)c1ccc(F)cc1Cl
→ -2.7%	?	-7.8	-5.8%	86.9%[activator]	1.9%
> CSc1n[nH]c(-c2sccc2OCc2ccc(C)cc2)n1
→ ?	-1.9%	-17.6	-6.7%	-4.9%	1.5%
> S=C(NCCCCNC(=S)NCc1ccccc1)NCc1ccccc1
→ -8.7%	?	-8.0	5.9%	5.2%	-3.4%

# The results go on.
# Under each structure – HCV inh	FBPA Giardia inh	HCMV antiviral	Sm TGR block	AMA1 RON2 block	AmpC inh detg
> COc1ccc(-c2csc(N(CCCN(C)C)C(=O)c3ccccc3F)n2)cc1
→ ?	28.2µM*	-11.2	14.9%	-15.4%	?
> CCCCCSc1nc2sc3c(c2c(=O)n1-c1ccccc1)CCN(C(C)=O)C3
→ ·	·	-5.8	-2.2%	·	-3.7%
> Cc1ccccc1C(=O)N1CCCC(N2CCN(Cc3ccc4c(c3)OCO4)CC2)C1 (stereo not given)
→ -12.0%	·	45.6	-7.8%	0.4%	-7.5%
> CCc1c(C)sc(NC(=O)C2CC2)c1C(=O)OC(C)C
→ ?	2.0%	?	1.8%	14.5%	-4.1%
> COc1ccc(CC2(CO)COc3ccccc3C2=O)cc1 (stereo not given)
→ ?	·	18.1	·	-10.2%	·
> O=C(CC(Nc1cccc(Cl)c1Cl)C(=O)OCC(=O)c1cccs1)c1ccccc1 (stereo not given)
→ 46.0%[activator]	-6.6%	108.5	-34.2%	-17.4%	?
> O=C(Cc1ccccc1)Oc1ccccc1N1C(=O)CCC1=O
→ 2.9%	0.2%	43.0	-7.1%	-21.9%	-2.3%
> O=C(NCc1ccc2c(c1)OCO2)c1ccc(C2SCC(=O)N2Cc2ccco2)cc1 (stereo not given)
→ -13.1%	-0.2%	-2.7	?	-15.1%	-6.1%
> Cc1ccccc1NC(=O)CSc1cn(CC(=O)N2CCCCCC2)c2ccccc12
→ ·	·	25.9	20.9%	·	16.7%
> COc1ccccc1N1CC(C(=O)Nc2cccc(C(=O)O)c2)CC1=O (stereo not given)
→ 2.5%	11.9%	-5.8	18.3%	5.4%	5.8%
> Cc1oc(-c2cc(Cl)cc(Cl)c2)cc1C(=O)NCCc1ccccc1
→ -22.5%	0.1%	-27.3	4.0%	-10.1%	-3.7%
> CCN(CC)S(=O)(=O)c1ccc(OC)c(NC(=S)Nc2cc(C)ccc2C)c1
→ -21.3%	5.5%	·	-25.0%	·	2.2%
> C=CCC1(Nc2ccccc2)CC(C)N(C)CC1C (stereo not given)
→ -21.2%	1.0%	-1.9	-14.4%	1.5%	-8.3%
> COc1ccc2c(-c3ccccc3)cc(SCC(N)=O)nc2c1
→ ?	0.5%	-24.9	-7.9%	-16.0%	-5.3%
> CCCn1c(SCC(=O)N2CCCc3ccccc32)nc2c1c(=O)n(C)c(=O)n2C
→ -24.0%	-2.9%	-1.8	-15.8%	-4.6%	35.5µM*

# Profiles, quoted from the list. Values in the order: HCV inh	FBPA Giardia inh	HCMV antiviral	Sm TGR block	AMA1 RON2 block	AmpC inh detg
# `CC(C(=O)OCC(=O)Nc1cccc(S(=O)(=O)N(C)C)c1)N1C(=O)c2ccccc2C1=O` (stereo not given) reads 8.0%	4.5%	-28.5	0.4%	-3.6%	2.9%
# `COc1cccc(N2CCN(C(=O)Cn3cnc4onc(-c5ccc(F)cc5)c4c3=O)CC2)c1` reads ·	·	-27.3	-0.1%	·	-1.0%
# `O=C(O)/C(=C\c1ccccc1)c1ccccc1` reads 15.5%	0.2%	-13.0	5.4%	3.8%	-8.1%
